Compound activity (PubChem)
GPR151 activ: activators of human GPR151. PathHunter beta-arrestin GPR151 cells, luminescence. hit rate 1% among 650,000. Q8TDV0. activation, % at 11.2 µM; in the data active = activation above about 4.9%;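 also: 0% = median of compound wells and 100% = cells with positive control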
Target sequence (Q8TDV0 whole entry, looked up): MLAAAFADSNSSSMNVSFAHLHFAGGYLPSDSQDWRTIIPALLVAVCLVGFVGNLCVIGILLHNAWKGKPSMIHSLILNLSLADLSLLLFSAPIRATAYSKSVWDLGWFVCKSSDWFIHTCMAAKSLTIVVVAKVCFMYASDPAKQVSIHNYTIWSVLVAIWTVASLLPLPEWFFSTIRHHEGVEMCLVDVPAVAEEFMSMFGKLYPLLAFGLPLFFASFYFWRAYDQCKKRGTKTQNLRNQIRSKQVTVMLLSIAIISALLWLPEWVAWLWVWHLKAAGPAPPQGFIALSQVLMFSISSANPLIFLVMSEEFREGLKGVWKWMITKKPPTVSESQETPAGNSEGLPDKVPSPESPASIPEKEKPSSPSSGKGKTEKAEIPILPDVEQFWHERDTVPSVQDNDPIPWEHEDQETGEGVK
TEAD-YAP inh: TEAD-YAP interaction inhibition | HEK-TIYL cells, TEAD-Gal4/YAP UAS-luciferase luminescence | hit rate 1.4% among 640,000 | inhibition, % at 9.12 µM; in the data active = inhibition above about 32%;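 also: 0% = median of test compound wells and 100% = reference inhibitor wells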
MITF inh: inhibitors of human MITF; AlphaScreen MITF homodimerization, bead proximity signal; inhibition, % at 2.6 µM; hit rate 0.91% among 650,000; AID 1259374; in the data active = inhibition above about 50%;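 also: 0% = vehicle wells with protein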
Target sequence (O75030 whole entry, looked up): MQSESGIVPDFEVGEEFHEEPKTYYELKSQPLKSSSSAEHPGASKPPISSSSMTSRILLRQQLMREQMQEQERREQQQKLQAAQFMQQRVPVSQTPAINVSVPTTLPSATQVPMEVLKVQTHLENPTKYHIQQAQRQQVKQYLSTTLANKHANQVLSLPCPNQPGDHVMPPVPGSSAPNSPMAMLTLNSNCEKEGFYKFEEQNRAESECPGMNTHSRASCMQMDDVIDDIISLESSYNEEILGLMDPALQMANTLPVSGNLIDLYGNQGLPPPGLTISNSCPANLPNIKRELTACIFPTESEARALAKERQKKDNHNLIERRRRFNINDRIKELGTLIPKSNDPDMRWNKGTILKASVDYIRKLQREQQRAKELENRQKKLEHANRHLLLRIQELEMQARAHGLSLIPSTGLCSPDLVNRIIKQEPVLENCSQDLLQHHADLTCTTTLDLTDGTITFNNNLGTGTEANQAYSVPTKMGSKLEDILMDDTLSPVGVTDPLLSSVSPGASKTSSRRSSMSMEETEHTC
FBW7 activator: activators of human E3 ligase FBW7. AlphaScreen FBW7–phospho-cyclin E peptide binding, activator screen. normalized activity (activation), % at 26.1 µM. hit rate 0.13% among 650,000; in the data active = normalized activity above about 1.9%;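 also: purified mutant Fbw7 with reduced substrate affinity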
Active calls of the source: *; & = joins results of further samples.

Screening O=c1oc(-c2cccs2)nc2sc3c(c12)CCC3 returned GPR151 activ 3.3, TEAD-YAP inh -8, MITF inh 0 and FBW7 activator 0.8.
O=C(COc1ccc2ccccc2c1)NCc1ccncc1 was read as GPR151 activ -0.4, TEAD-YAP inh -3, MITF inh 8 and FBW7 activator -0.1.
`Cc1nn(CC(=O)NC2CCC2)c(=O)c2cc3occc3n12` gave GPR151 activ 4.8, TEAD-YAP inh 3, MITF inh 14 and FBW7 activator 0.0.
COC(=O)COc1ccc(S(=O)(=O)Nc2ccc(Br)cc2F)cc1 was read as GPR151 activ 0.9, TEAD-YAP inh -11, MITF inh 3 and FBW7 activator 0.3.
`COC(=O)c1ccccc1NC(=O)CC(O)(C(F)(F)F)C(F)(F)F` gave GPR151 activ 0.9, TEAD-YAP inh 3, MITF inh 10 and FBW7 activator -0.1.
Screening CCOC(=O)C1=C(C)N=c2s/c(=C\c3ccc(OCc4cccc5ccccc45)c(OC)c3)c(=O)n2C1c1ccccc1 (stereo unspecified) returned GPR151 activ 0.7, TEAD-YAP inh 10, MITF inh 0 and FBW7 activator 0.0.
CC(=O)NC(Cc1ccccc1Cl)C(=O)NC1CCN(C(=O)c2cccs2)CC1 (stereo unspecified) was read as GPR151 activ 0.5, TEAD-YAP inh 1, MITF inh 10 and FBW7 activator 0.0.
`Cc1cc(N2CCOCC2)nc2ccc(N3C(=O)CCC3=O)cc12` gave GPR151 activ -0.5, TEAD-YAP inh 9, MITF inh -3 and FBW7 activator 0.1.
Screening CCCOc1ccc(C2NC(=O)N(C)C(C)=C2C(=O)OC)cc1OC (stereo unspecified) returned GPR151 activ 1.4, TEAD-YAP inh -15, MITF inh -4 and FBW7 activator -0.1.
Screening CCOC(=O)C1=C(C)N(C)C(C)=C(C(=O)OCC)C1c1ccc(C)s1 returned GPR151 activ 0.9, TEAD-YAP inh 5, MITF inh 2 and FBW7 activator 0.2.
Screening O=C1C=CC(=O)C(C2=C3C(=O)N(Cc4ccccc4)CC(=O)N3CCC2)=C1 returned GPR151 activ 0.7, TEAD-YAP inh 7, MITF inh 4 and FBW7 activator -0.3.
COc1ccc(Cn2c(SCc3cccnc3)nc3ccsc3c2=O)cc1 was read as GPR151 activ -1.1, TEAD-YAP inh -15, MITF inh -4 and FBW7 activator -0.2.
CC[C@H]1OC(=O)[C@H](C)[C@@H](O[C@H]2C[C@@](C)(OC)[C@@H](O)[C@H](C)O2)[C@H](C)[C@@H](O[C@@H]2O[C@H](C)C[C@H](N(C)C)[C@H]2O)[C@](C)(OC)C[C@@H](C)C(=O)[C@H](C)[C@@H](O)[C@]1(C)O was read as GPR151 activ -0.4&2.1&-1.6, TEAD-YAP inh -4&-2, MITF inh 0&2&26 and FBW7 activator 0.0&-0.1&0.1.
O=c1c2ccccc2nc(-c2ccccc2F)n1NCc1ccccc1O was read as GPR151 activ 2.7, TEAD-YAP inh 11, MITF inh -7 and FBW7 activator 0.1.
For CC(Oc1ccccc1)C(=O)NC1CC(C)(C)NC(C)(C)C1 (stereo unspecified) the results were GPR151 activ -0.7, TEAD-YAP inh 10, MITF inh 12 and FBW7 activator 0.2.
For O=C(c1ccc2c(=O)n(CCC3=CCCCC3)c(=S)[nH]c2c1)N1CCN(c2ccc(F)cc2)CC1 the results were GPR151 activ -2.0, TEAD-YAP inh 0, MITF inh 20 and FBW7 activator 0.1.
`COc1ccccc1C(C1C(=O)CC(C)(C)CC1=O)C1C(=O)CC(C)(C)CC1=O` gave GPR151 activ -1.0, TEAD-YAP inh 8, MITF inh 5 and FBW7 activator 0.1.
`CC1=C(C(=O)NCc2ccccc2)C(c2ccc([N+](=O)[O-])cc2)C(C(=O)NCc2ccccc2)=C(C)N1` gave GPR151 activ -0.8, TEAD-YAP inh -1, MITF inh 3 and FBW7 activator 0.1.
For Cc1ccc(S(=O)(=O)N2C(=O)CCC2C(=O)Nn2cnnc2)cc1 (stereo unspecified) the results were GPR151 activ -0.2, TEAD-YAP inh 4, MITF inh 6 and FBW7 activator -0.1.
O=C1CCN(C(=O)c2ccc3c(c2)OCO3)c2cc3ccccc3cc21 was read as GPR151 activ 0.1, TEAD-YAP inh -5, MITF inh 5 and FBW7 activator 0.1.
Screening Cc1cccc(Oc2ccc([N+](=O)[O-])cc2)c1 returned GPR151 activ 0.9, TEAD-YAP inh 11, MITF inh 6 and FBW7 activator -0.1.
Screening O=C(Nc1nc(-c2ccc(I)cc2)cs1)c1cccc(C(F)(F)F)c1 returned GPR151 activ 1.2, TEAD-YAP inh -3, MITF inh 5 and FBW7 activator -0.1.
Screening CCCCSc1nnc2c(n1)OC1(Nc3ccccc3-2)C(=O)Nc2ccc(Br)cc21 (stereo unspecified) returned GPR151 activ 0.0, TEAD-YAP inh -1, MITF inh 8 and FBW7 activator -0.1.
O=C(COc1ccccc1)NCCOc1cc(N2CCCC2)ncn1 was read as GPR151 activ -0.1, TEAD-YAP inh 2, MITF inh 14 and FBW7 activator 0.6.
Screening CS(=O)(=O)c1ccc2c(c1)NC(=O)CO2 returned GPR151 activ 0.0, TEAD-YAP inh -5, MITF inh 12 and FBW7 activator 0.5.
`O=c1[nH]c(CSc2nnnn2-c2ccccc2)nc2ccccc12` gave GPR151 activ 3.0, TEAD-YAP inh 4, MITF inh -11 and FBW7 activator 0.0.
`COc1ccc(S(=O)(=O)Nc2ccc(O)c(Br)c2)cc1` gave GPR151 activ 5.9*, TEAD-YAP inh 4, MITF inh 1 and FBW7 activator -0.1.
`O=C(c1c(F)cccc1F)N1CCC(Cn2nc(-c3ccc(F)cc3)ccc2=O)CC1` gave GPR151 activ 0.5, TEAD-YAP inh 6, MITF inh 12 and FBW7 activator 0.0.
For CC1(C)CC(=O)C=C(NCc2cccnc2)C1 the results were GPR151 activ -0.3, TEAD-YAP inh -6, MITF inh -7 and FBW7 activator 0.0.
`O=C(O)c1ccc2c(c1)C(c1ccccc1)OC2=O` (stereo unspecified) gave GPR151 activ -0.1, TEAD-YAP inh -11, MITF inh -3 and FBW7 activator 0.6.
`CC(C)n1cnc2c(NCc3cccnc3)nc(NCCN3CCOCC3)nc21` gave GPR151 activ 2.2, TEAD-YAP inh -5, MITF inh 7 and FBW7 activator -0.1.
CCCc1[nH]n(-c2ccc(F)cc2)c(=O)c1C=NCc1ccccc1Cl was read as GPR151 activ -1.6, TEAD-YAP inh -1, MITF inh -1 and FBW7 activator 0.2.
Screening Cc1sc2nc(-c3cccnc3)nc(N3CCc4ccccc4C3)c2c1C returned GPR151 activ 0.1, TEAD-YAP inh 10, MITF inh 2 and FBW7 activator -0.1.
For COc1cc(Cl)c(C)cc1NC(=S)N(CCN1CCCCC1)Cc1ccco1 the results were GPR151 activ -0.7, TEAD-YAP inh 3, MITF inh 8 and FBW7 activator 0.0.
`CCCC1(C2CCN(C(=O)CN3CCCC3)CC2)NC(=O)N(CCc2cccs2)C1=O` (stereo unspecified) gave GPR151 activ -1.2, TEAD-YAP inh 0, MITF inh -8 and FBW7 activator -0.1.
For O=C(Nc1ccc(-c2ccncc2F)cc1)[C@H]1COc2ccccc2O1 the results were GPR151 activ 0.0, TEAD-YAP inh -1, MITF inh 23 and FBW7 activator 0.1.
Screening Cc1cc(=O)n2[nH]cc(C(=O)N[C@H](C)Cn3nnc4ccccc43)c2n1 returned GPR151 activ -0.9, TEAD-YAP inh 8, MITF inh 3 and FBW7 activator -0.1.
Screening c1ccc(CN2CCN(c3nc(Nc4ccccc4)c4nccnc4n3)CC2)cc1 returned GPR151 activ -0.8, TEAD-YAP inh -1, MITF inh -7 and FBW7 activator 0.1.
For O=C(c1ccc([N+](=O)[O-])o1)N1CCCc2ccccc21 the results were GPR151 activ -0.9, TEAD-YAP inh 14, MITF inh 13 and FBW7 activator 0.4.
Screening Cc1cccc(C(CC(=O)NCc2ccco2)c2ccccc2)c1O (stereo unspecified) returned GPR151 activ -0.4, TEAD-YAP inh 12, MITF inh 20 and FBW7 activator 0.3.
CSc1ccc(CCNC(=O)Cn2nc(C)n3cccc3c2=O)cc1 was read as GPR151 activ -1.3, TEAD-YAP inh 0, MITF inh 8 and FBW7 activator -0.2.
Screening COC(=O)N/N=C/c1cccc2ccccc12 returned GPR151 activ 3.2, TEAD-YAP inh -15, MITF inh 3 and FBW7 activator -0.5.
For CN1c2ncccc2C(=O)NC12CCN(C(=O)CCc1ccccc1)CC2 the results were GPR151 activ -0.1, TEAD-YAP inh -3, MITF inh 11 and FBW7 activator 0.2.
`COc1ccccc1C(=O)N/C(=C/c1ccc(Br)cc1)C(=O)N1CCCCC1` gave GPR151 activ 2.1, TEAD-YAP inh -7, MITF inh 9 and FBW7 activator 0.9.
`c1cc2nnnn2nc1NCC1CCCO1` (stereo unspecified) gave GPR151 activ -0.4, TEAD-YAP inh 11, MITF inh 10 and FBW7 activator 0.2.
COc1ccc(-c2ccc(=O)n(CC3CCN(C(=O)CCc4ccccc4)CC3)n2)cc1 was read as GPR151 activ 0.3, TEAD-YAP inh 13, MITF inh 11 and FBW7 activator 0.1.
Screening COc1cc(/C=C2\NC(=S)NC2=O)ccc1OCc1c(C)no[n+]1[O-] returned GPR151 activ -0.3, TEAD-YAP inh 6, MITF inh 8 and FBW7 activator -0.1.
Screening Cc1[nH]c(=O)c(C#N)c(C)c1CCC(=O)OCc1ccc(C#N)cc1 returned GPR151 activ 0.7, TEAD-YAP inh -8, MITF inh -17 and FBW7 activator 0.1.
`O=C(NCCS(=O)(=O)N1CCN(CCc2ccccc2)CC1)c1cccc(Cl)c1` gave GPR151 activ -0.2, TEAD-YAP inh 0, MITF inh -26 and FBW7 activator 0.2.
Screening CCOC(=O)C1CCCN(C(=O)c2ccc(CS(=O)(=O)c3ccccc3C)o2)C1 (stereo unspecified) returned GPR151 activ -0.6, TEAD-YAP inh 1, MITF inh -7 and FBW7 activator 0.0.
Screening Cc1ccc(S(=O)(=O)NCc2nc(-c3ccc(Cl)cc3)no2)cc1 returned GPR151 activ 0.4, TEAD-YAP inh -2, MITF inh -14 and FBW7 activator 0.1.
`COCCn1c(SCC(=O)NC(=O)NC(C)(C)C)nc2ccccc21` gave GPR151 activ -1.8, TEAD-YAP inh -11, MITF inh -4 and FBW7 activator -0.1.
`O=C(CSc1nnc(-c2cccnc2)n1Cc1ccccc1)Nc1ccccc1` gave GPR151 activ 1.1, TEAD-YAP inh -6, MITF inh 10 and FBW7 activator 0.1.
`O=S(=O)(c1ccc(Cl)cc1)N1CCN(C(=S)NCC2CCCO2)CC1` (stereo unspecified) gave GPR151 activ -0.6, TEAD-YAP inh -1, MITF inh 1 and FBW7 activator -0.1.
Screening CC(=O)Oc1ccc(/C=N/NS(=O)(=O)c2ccccc2)cc1 returned GPR151 activ -0.7, TEAD-YAP inh -11, MITF inh -10 and FBW7 activator 0.0.
Screening CN1CC=C2C(C#N)=C(N)C(C#N)(C#N)C(CCc3ccccc3)C2C1 (stereo unspecified) returned GPR151 activ -0.3, TEAD-YAP inh 11, MITF inh 15 and FBW7 activator -0.4.
CC1CN(CC(O)COC(c2ccccc2)c2ccccc2)CC(C)O1 (stereo unspecified) was read as GPR151 activ 1.3, TEAD-YAP inh 3, MITF inh 30 and FBW7 activator -0.1.
`O=C(CNC(=O)c1ccccn1)N=Nc1c(O)[nH]c2ccccc12` gave GPR151 activ -0.6, TEAD-YAP inh -17, MITF inh 11 and FBW7 activator 0.0.
`Cc1cc(Cl)ccc1NC(=O)CCS(=O)(=O)c1cc2c(cc1C)NC(=O)CO2` gave GPR151 activ 0.6, TEAD-YAP inh 3, MITF inh 12 and FBW7 activator 0.3.
For Cc1ccc(NC(=O)C2C3C=CC4(O3)C2C(=O)N(CC2COc3ccccc3O2)C4C(=O)NC2CCCCC2)cc1Cl (stereo unspecified) the results were GPR151 activ -1.2, TEAD-YAP inh 3, MITF inh 37 and FBW7 activator 0.3.
`Cc1cc(Cl)ccc1NC(=O)CC1SC(=Nc2ccccc2)N(CCO)C1=O` (stereo unspecified) gave GPR151 activ 0.6, TEAD-YAP inh 5, MITF inh 12 and FBW7 activator -0.2.
`CCOC(=O)c1c(C)[nH]c2cc(Br)c(OC)cc12` gave GPR151 activ 0.2, TEAD-YAP inh -20, MITF inh 3 and FBW7 activator 0.3.
For COc1ccc(CC(=O)NCc2nnc(SCC(=O)N3CCc4ccccc43)n2-c2cccc(C(F)(F)F)c2)cc1 the results were GPR151 activ 0.4, TEAD-YAP inh 0, MITF inh -6 and FBW7 activator 0.2.

7 neighbouring compounds out of the list so far:
CC1CN(CC(O)COC(c2ccccc2)c2ccccc2)CC(C)O1 (stereo unspecified) was read as GPR151 activ 1.3, TEAD-YAP inh 3, MITF inh 30 and FBW7 activator -0.1.
`O=C(CNC(=O)c1ccccn1)N=Nc1c(O)[nH]c2ccccc12` gave GPR151 activ -0.6, TEAD-YAP inh -17, MITF inh 11 and FBW7 activator 0.0.
`Cc1cc(Cl)ccc1NC(=O)CCS(=O)(=O)c1cc2c(cc1C)NC(=O)CO2` gave GPR151 activ 0.6, TEAD-YAP inh 3, MITF inh 12 and FBW7 activator 0.3.
For Cc1ccc(NC(=O)C2C3C=CC4(O3)C2C(=O)N(CC2COc3ccccc3O2)C4C(=O)NC2CCCCC2)cc1Cl (stereo unspecified) the results were GPR151 activ -1.2, TEAD-YAP inh 3, MITF inh 37 and FBW7 activator 0.3.
`Cc1cc(Cl)ccc1NC(=O)CC1SC(=Nc2ccccc2)N(CCO)C1=O` (stereo unspecified) gave GPR151 activ 0.6, TEAD-YAP inh 5, MITF inh 12 and FBW7 activator -0.2.
`CCOC(=O)c1c(C)[nH]c2cc(Br)c(OC)cc12` gave GPR151 activ 0.2, TEAD-YAP inh -20, MITF inh 3 and FBW7 activator 0.3.
For COc1ccc(CC(=O)NCc2nnc(SCC(=O)N3CCc4ccccc43)n2-c2cccc(C(F)(F)F)c2)cc1 the results were GPR151 activ 0.4, TEAD-YAP inh 0, MITF inh -6 and FBW7 activator 0.2.
